# HIV fusion peptide – inhibitors of HIV fusion peptide binding, primary screen, biochemical, uHTS, fluorescence dequenching (AID 1986); 290,000 compounds, 0.3% hits; one-dose inhibition, % at 20 µM; IC50 in µM for titrated hits; cell-free peptide binding, fluorescence dequenching, 30 min; higher % means a stronger effect; in the data active means inhibition mostly above about 52%, no sharp cut-off; inactive means mostly below about 76%; further: some results filed as inactive read as strong as hits
# Dengue-2 NS5 capping – Dengue-2 NS5 methyltransferase inhibitors, primary screen, biochemical, confirmation dose response (AID 588689) | Genome polyprotein (Dengue virus type 2 (strain 16681-PDK53)) | Dengue-2 NS5 methyltransferase capping enzyme assay, biochemical; higher % means a stronger effect | inhibition, % at 25 µM; hits with a dose series show IC50 in µM | 340,000 compounds, 0.3% hits; in the data active means a potency from the dose series
# LYP phosphatase – inhibitors of LYP phosphatase, biochemical, fluorescence intensity, uHTS (AID 1779) | 290,000 compounds, 0.054% hits | recombinant LYP phosphatase, fluorescence intensity; higher % means a stronger effect | inhibition, % at 11.5 µM, or IC50 in µM where a hit was titrated | Tyrosine-protein phosphatase non-receptor type 22 (Homo sapiens);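 further: plate controls were vehicle with enzyme for no effect and no enzyme for full effect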
# XIAP antagonists – XIAP antagonists, biochemical, IAP family, fluorescence polarization (AID 1018). 200,000 compounds, 0.007% hits. displacement, % at 20 µM, or IC50 in µM where a hit was titrated. XIAP BIR domain, fluorescence polarization peptide displacement; higher % means a stronger effect. E3 ubiquitin-protein ligase XIAP (Homo sapiens); in the data active means displacement above about 50%; further: a part of the inactive calls stands beside numbers as strong as those of hits
# NOD2 inhibition – NOD2 signaling inhibitors, cell-based, luminescence, uHTS, HEK293 (AID 1566); HEK293 NOD2/NF-kB luciferase reporter, luminescence; higher % means a stronger effect; inhibition, % at 4 µM, or EC50 in µM where a hit was titrated; 290,000 compounds, 0.63% hits; further: many of its hits are not listed in these tables
# Myeloid diff 2 – induction of myeloid progenitor differentiation, primary screen, cell-based, flow cytometry, MLPCN library | calls only at 10 µM | ER-HoxA9 myeloid progenitors, lysozyme-GFP differentiation | 360,000 compounds, 1% hits | AID 624256, 2012;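 active means normalized GFP-positive differentiation at or above the plate's own cutoff, the solvent-only control mean plus 3 SD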;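 further: cells exposed to compound for four days before flow analysis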
# Siah-1 displacement – Siah-1 peptide-binding antagonists, primary screen, biochemical, fluorescence polarization, rhodamine-plectin, uHTS (AID 1817); Siah-1 / rhodamine-plectin peptide fluorescence polarization; higher % means a stronger effect; 290,000 compounds, 0.02% hits; one-dose displacement, % at 20 µM; IC50 in µM for titrated hits;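 active means displacement of at least 50% at 20 µM, with a fluorescence ratio check between 0.3 and a set limit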;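 further: plate controls were Siah plus tracer with DMSO for no effect and tracer alone without Siah for full effect; strong numbers were not always called active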
# Hep lipid drop – inhibitors of hepatocyte lipid droplet formation, primary screen, imaging, high-throughput imaging, BODIPY stain. AML12 mouse hepatocytes, oleate lipid droplets. inhibition, % at 6.5 µM. 240,000 compounds, 0.4% hits. AID 1656, 2009;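 active means lipid droplet intensity inhibited by at least 50%, with more than 500 cells counted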
#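 Assay system: AML12 hepatocytes (mouse) / Also added: 100 µM oleic acid challenge / Times: overnight treatment with compound plus oleate / Detection: high-content imaging of BODIPY-stained droplets and DAPI nuclei / Evaluation: % inhibition of lipid droplet signal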
# AID2073 – inhibitors of Mint1-CaV2.2 protein interaction, biochemical, HTRF (AID 2073); Voltage-dependent N-type calcium channel subunit alpha-1B (Homo sapiens); HTRF protein-protein interaction, Mint1-CaV2.2; higher % means a stronger effect; one-dose inhibition, % at 20 µM; IC50 in µM for titrated hits; 290,000 compounds, 0.19% hits; in the data active means inhibition mostly above about 51%, no sharp cut-off; further: some results filed as inactive read as strong as hits
# Hep lipid drop cells 6.5 µM – recorded beside Hep lipid drop, whose call it bears; cell count; measured here: cell count, cytotoxicity flag;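 cells counted across two imaged fields per well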
# Myeloid diff 2 GFP+ MAC1+ % – also measured in Myeloid diff 2; calls as there; GFP+ MAC1+ double positive, %; measured here: differentiation confirmed by MAC1 staining
# An asterisk follows results filed as active; i = inactive; . = not tested or not shown. Unless noted, no stated cut-off is given here; in the data, active means inhibition above about 50%; inactive means the rest. This is a subset, so the mix of outcomes need not match the whole.
SMILES,HIV fusion peptide,Dengue-2 NS5 capping,LYP phosphatase,XIAP antagonists,NOD2 inhibition,Myeloid diff 2,Myeloid diff 2 GFP+ MAC1+ %,Siah-1 displacement,Hep lipid drop,Hep lipid drop cells 6.5 µM,AID2073
O=C(Nc1ccc(F)cc1F)c1noc2c1CCC2,6.4%,-4%,0%,3.9%,-46%,i,2.8,5%,-1,735,-5%
O=C(Nc1nc2ccc(Cl)cc2s1)C1CCCO1 (configuration not stated),0.7%,1%,2%,-3.1%,-85%,i,0.1,2%,1,748,-5%
CCOc1ccccc1N(CC(=O)O)S(=O)(=O)c1ccccc1,-0.7%,-6%,-4%,-2.4%,-9%,i,0.5,-5%,5,775,6%
CC(=O)NCCOc1c(C)cc(S(N)(=O)=O)cc1C,-1.7%,1%,-2%,-1.7%,4%,i,0.8,5%,1,772,3%
Oc1c(Br)cccc1/C=N/c1ncn[nH]1,1.1%,-5%,-6%,.,2%,i,0.3,7%,2,703,7%
CCCCN(C)CCCNC(=O)C1(O)c2ccccc2NC(=O)N1c1ccc(Cl)cc1 (configuration not stated),2.2%,-2%,-9%,.,8%,i,0.1,10%,22,446,-22%
CN(C)S(=O)(=O)c1ccc(Cl)c(NC(=O)CN2CCCCCC2)c1,-0.4%,0%,-9%,-1.4%,8%,i,0.1,-2%,1,741,-4%
CCOC(=O)/C(C#N)=C1/C=Cc2ccccc2N1CC,-1.2%,-1%,-8%,-9.2%,12%,i,0.5,-5%,.,.,-3%
O=C(O)c1ccc(CSc2nc(-c3ccc(Cl)cc3)cc(C(F)(F)F)n2)cc1,-5.3%,-2%,1%,-3.8%,36%,.,.,18%,.,.,6%
Cc1ccc2c(c1)N(CC(=O)NCCCN1CCCCC1)C(=O)CO2,-2.5%,-12%,-6%,.,-19%,i,0.4,-1%,0,850,11%
CCOC(=O)N1CC=C2C(C#N)=C(N)C(C#N)(C#N)[C@H](c3ccc(OC(C)C)c(OCC)c3)[C@H]2C1,7.2%,-24%,4%,-7.0%,-5%,i,1.3,-3%,-26,717,13%
CCN1CCN(c2nc(Nc3ccccc3F)nc(N)c2[N+](=O)[O-])CC1,0.8%,3%,-4%,.,14%,i,0.5,16%,12,729,-4%
COc1ccccc1C(CCN(Cc1cccs1)C(C)=O)c1ccco1 (configuration not stated),-0.7%,-5%,-2%,-4.3%,21%,i,1.6,0%,.,.,15%
COc1cccc(CNC(=O)Cc2ccc(-c3ccccc3)cc2)c1,7.9%,-10%,-10%,.,-21%,.,.,13%,-3,777,6%
COc1ccc(C(=O)N2CCn3c2nc2ccccc23)cc1,-0.1%,2%,-6%,-6.9%,-31%,i,0.2,2%,-5,685,-5%
Cc1onc(-c2ccccc2Cl)c1C(=O)Nc1nnc(-c2cccc([N+](=O)[O-])c2)s1,9.1%,5%,-8%,-7.1%,30%,i,2.0,-1%,-3,604,5%
COc1ccc(NS(=O)(=O)c2ccc(NS(=O)(=O)c3ccc(C)cc3)cc2)nn1,-0.6%,13%,0%,-5.0%,4%,i,1.0,-3%,.,.,10%
CCc1ccccc1N(C(=O)Cn1nnc2ccccc21)C(C(=O)NCCOC)c1ccco1 (configuration not stated),-2.2%,-1%,4%,-6.5%,14%,i,0.6,2%,.,.,3%
COc1ccc(Cn2c(C)c(C)c(C#N)c2NC(=O)Nc2ccccc2)cc1,-1.5%,-21%,-8%,-5.1%,4%,i,1.3,-2%,.,.,-28%
CC(C)(C)N1CCC1C(N)=O (configuration not stated),-2.3%,.,-11%,.,-14%,.,.,-2%,-4,678,9%
S=C(Nc1ccccc1)Nc1ccc(OCc2ccc(Cl)cc2Cl)cc1,-0.2%,-5%,-5%,0.4%,7%,i,1.7,2%,7,680,-10%
Cc1nc(C)c(C(=O)N2CCCC(C(=O)c3cc(F)ccc3F)C2)s1 (configuration not stated),2.2%,-4%,-5%,.,5%,i,1.0,1%,-4,815,0%
COC(=O)C1=C(C)NC(=O)C1(NC(=O)CN1CCCC1=O)C(F)(F)F (configuration not stated),-2.2%,1%,-5%,-0.4%,10%,i,1.2,-1%,14,782,11%
COC(=O)c1cc(OC)c(OC)cc1NC(=O)CSc1nnnn1Cc1ccccc1,-2.2%,-2%,17%,-5.8%,12%,i,0.5,6%,-1,814,24%
O=C1OC(N2C(=O)CC[C@H]2C(=O)Nc2ccc(Br)cc2F)c2ccccc21 (some centres not stated),0.1%,-9%,-9%,.,-4%,i,1.1,-3%,8,856,-22%

# Quoted from the listing.
# Under NOD2 inhibition, Cc1onc(-c2ccccc2Cl)c1C(=O)Nc1nnc(-c2cccc([N+](=O)[O-])c2)s1 reads 30%
# Under Myeloid diff 2 GFP+ MAC1+ %, CCc1ccccc1N(C(=O)Cn1nnc2ccccc21)C(C(=O)NCCOC)c1ccco1 (configuration not stated) reads 0.6

# Reformatted as tab-separated lines: entries from further up.
Molecule	HIV fusion peptide	Dengue-2 NS5 capping	LYP phosphatase	XIAP antagonists	NOD2 inhibition	Myeloid diff 2	Myeloid diff 2 GFP+ MAC1+ %	Siah-1 displacement	Hep lipid drop	Hep lipid drop cells 6.5 µM	AID2073
CCOc1ccccc1N(CC(=O)O)S(=O)(=O)c1ccccc1	-0.7%	-6%	-4%	-2.4%	-9%	i	0.5	-5%	5	775	6%
CC(=O)NCCOc1c(C)cc(S(N)(=O)=O)cc1C	-1.7%	1%	-2%	-1.7%	4%	i	0.8	5%	1	772	3%
Oc1c(Br)cccc1/C=N/c1ncn[nH]1	1.1%	-5%	-6%	.	2%	i	0.3	7%	2	703	7%

# An excerpt from above in order of their number in NOD2 inhibition, descending:
mol,NOD2 inhibition
CCN1CCN(c2nc(Nc3ccccc3F)nc(N)c2[N+](=O)[O-])CC1,14%
COc1ccc(NS(=O)(=O)c2ccc(NS(=O)(=O)c3ccc(C)cc3)cc2)nn1,4%
COc1ccc(C(=O)N2CCn3c2nc2ccccc23)cc1,-31%
O=C(Nc1nc2ccc(Cl)cc2s1)C1CCCO1 (configuration not stated),-85%

# (listing goes on)
SMILES,HIV fusion peptide,Dengue-2 NS5 capping,LYP phosphatase,XIAP antagonists,NOD2 inhibition,Myeloid diff 2,Myeloid diff 2 GFP+ MAC1+ %,Siah-1 displacement,Hep lipid drop,Hep lipid drop cells 6.5 µM,AID2073
Cc1ccc(OCC(=O)NC(C)c2ccccc2)cc1C (configuration not stated),-0.7%,-7%,-2%,.,-3%,i,0.3,3%,-15,835,1%
COCCn1c(=O)[nH]c2cc(C(=O)N3CCN(c4ccccc4F)CC3)ccc2c1=O,1.0%,-6%,-6%,.,-5%,i,0.8,7%,7,675,-2%
CC1CC(C)CN(CCCNC(=O)CCNC(=O)Cn2ccc3ccccc3c2=O)C1 (configuration not stated),-2.4%,2%,-1%,-3.4%,14%,i,0.8,-3%,-5,727,3%
CNc1cc(Cl)nc(SC)n1,0.0%,-5%,-7%,-4.7%,-8%,i,0.4,2%,2,677,2%
CCCCCCC1CC(=O)NC(=S)N1 (configuration not stated),-3.2%,-11%,-6%,-10%,-10%,i,0.8,2%,-14,695,-6%
Cc1cc(C)n2c(SCC(C)C)nnc2n1,-0.3%,-15%,-9%,-5.2%,-4%,i,0.4,3%,-1,757,6%
COc1ccc(-c2nnc(NC(=O)c3c(OC)cccc3OC)s2)cc1,0.7%,-1%,-4%,.,8%,i,0.2,8%,-2,824,15%
O=C(CCS(=O)(=O)c1cccs1)NC1CCCCCC1,2.1%,-7%,-3%,1.2%,-49%,i,1.1,3%,.,.,-6%
CCc1ccc(NC(=O)[C@H](C)NC(=O)C2CCN(C(=O)[C@@H](N)CC(C)C)CC2)cc1,-0.9%,-5%,-3%,.,4%,i,1.0,-3%,-3,824,3%
CCC1CCCCN1C(=O)CSc1nnc(-c2ccc3c(c2)OCCO3)o1 (configuration not stated),-1.1%,1%,-8%,-2.1%,14%,i,1.4,-4%,.,.,-5%
COc1cccc(C(=O)COC(=O)CCC(=O)c2ccccc2)c1,-1.5%,5%,-8%,.,14%,i,4.6,3%,17,649,4%
S=C(NCCCN1CCOCC1)N1CCN(c2nc(-c3ccccc3)cs2)CC1,-3.0%,3%,-11%,-9.1%,25%,i,0.7,-7%,3,685,-36%
Cc1cccc(N2CCN(C(=O)C(NS(=O)(=O)c3cccs3)c3ccccc3)CC2)c1C (configuration not stated),0.8%,1%,-4%,-9.7%,-13%,i,0.9,-1%,-19,767,4%
Cc1nn(C)cc1/C=C/C(=O)c1ccccc1,-2.9%,-5%,-8%,-3.8%,-45%,i,5.0,-1%,-2,733,13%
N#Cc1ccc(NC(=O)COC(=O)CCNS(=O)(=O)c2ccccc2)cc1,2.5%,-4%,-3%,-3.4%,-6%,i,0.3,-2%,-3,588,6%
NC(=O)c1ccc[n+](CC(=O)c2ccccc2)c1,-1.3%,.,-8%,.,6%,i,0.3,94%,23,685,10%
O=C(CCC(=O)OCc1ccc([N+](=O)[O-])cc1)Nc1ccc(F)cc1,-1.3%,1%,-6%,-0.9%,0%,i,0.2,14%,5,687,-4%
O=C(Nc1cccnc1)c1ccc(Cl)c(S(=O)(=O)N2CCCCCC2)c1,-2.0%,8%,-4%,-3.9%,14%,i,8.6,-2%,3,754,9%
O=C(O)Cc1sc(Nc2cccc3ccccc23)nc1-c1ccc(Cl)cc1,25%,1%,10%,.,-188%,i,1.1,2%,-2,826,-14%
COc1ccccc1N1CCN(C(=O)COc2cc(C)cc3oc(=O)cc(C)c23)CC1,0.8%,-6%,-4%,.,21%,i,3.9,2%,-6,740,9%
COc1ccc(NC(=O)CSc2nc(C)cs2)cc1,-1.3%,-6%,-1%,-3.9%,-20%,i,0.2,-2%,-13,697,1%
CCc1nnc(NC(=O)c2ncc(Cl)c(Cl)c2Cl)s1,1.6%,-1%,-10%,.,-7%,i,0.4,15%,-1,850,14%
COc1ccc(C2C3=C(CC(C)(C)CC3=O)Nc3nc(C)nn32)cc1OC (configuration not stated),0.7%,.,2%,.,15%,i,0.1,0%,17,743,1%

# A portion from the list above:
SMILES,HIV fusion peptide,Dengue-2 NS5 capping,LYP phosphatase,XIAP antagonists,NOD2 inhibition,Myeloid diff 2,Myeloid diff 2 GFP+ MAC1+ %,Siah-1 displacement,Hep lipid drop,Hep lipid drop cells 6.5 µM,AID2073
N#Cc1ccc(NC(=O)COC(=O)CCNS(=O)(=O)c2ccccc2)cc1,2.5%,-4%,-3%,-3.4%,-6%,i,0.3,-2%,-3,588,6%
NC(=O)c1ccc[n+](CC(=O)c2ccccc2)c1,-1.3%,.,-8%,.,6%,i,0.3,94%,23,685,10%
